Screening results (PubChem)
APOBEC3G inh: APOBEC3G DNA deaminase inhibitors, primary screen, biochemical, fluorescence, single-stranded DNA substrate, uHTS; recombinant A3G, ssDNA deamination FAM/TAMRA fluorescence; inhibition, % at 20 µM; actives 0.28% (n = 330,000); DNA dC->dU-editing enzyme APOBEC-3G (Homo sapiens), Q9HC16; AID 493012, 2011;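 active means inhibition of at least 40% at 20 µM, with no more than 30% in the related APOBEC3A deaminase screen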;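 further: plate controls were DMSO wells with A3G for no effect and wells lacking A3G enzyme for full effect; some compounds called inactive have numbers as strong as hits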
NR3A LBD binder: binders of NR3A ligand-binding domain, primary screen, biophysical, differential scanning fluorimetry, uHTS. NR3A LBD differential scanning fluorimetry, Tm shift; 0% = protein alone, 100% = glycine-bound protein. actives 2.5% (n = 340,000). Tm shift relative to glycine control, % at 25 µM;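 active means melting temperature shift of at least 10% of the positive control shift, at one fixed dose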
CCR6 antagonist: CCR6 receptor antagonists, primary screen, cell-based, CHO-K1, luminescence, beta-arrestin, uHTS. actives 0.49% (n = 340,000). CHO-K1 CCR6 PathHunter beta-arrestin, CCL20-stimulated. AID 493098, 2011. C-C chemokine receptor type 6 (Homo sapiens), P51684. inhibition, % at 20 µM;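 active means compounds whose inhibition of the agonist-driven luminescence signal at 20 µM reaches about 50%, limit read from the data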;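 further: cells stimulated with CCL20 at 14 nM final; plate controls were DMSO with CCL20 for no effect and DMSO without agonist for full effect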
Target sequence (P51684 whole entry, looked up): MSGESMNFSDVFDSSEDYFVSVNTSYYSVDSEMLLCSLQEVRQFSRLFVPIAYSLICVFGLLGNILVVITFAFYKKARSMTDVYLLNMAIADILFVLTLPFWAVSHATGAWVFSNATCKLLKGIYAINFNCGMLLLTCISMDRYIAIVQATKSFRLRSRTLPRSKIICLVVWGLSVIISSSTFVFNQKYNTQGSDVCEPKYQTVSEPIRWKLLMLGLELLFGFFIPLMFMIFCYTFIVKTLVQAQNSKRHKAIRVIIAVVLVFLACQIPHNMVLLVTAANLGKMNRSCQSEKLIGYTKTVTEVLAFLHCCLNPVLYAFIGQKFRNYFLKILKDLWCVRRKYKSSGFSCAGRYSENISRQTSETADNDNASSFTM
Gli-Sufu block: Gli-Sufu pathway antagonists, primary screen, luciferase luminescence, Sufu-KO-LIGHT cells, uHTS | Sufu-KO-LIGHT fibroblasts, Gli luciferase reporter luminescence | inhibition, % at 5 µM | actives 0.74% (n = 340,000) | AID 588413, 2011;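 active means inhibition above about 55%, limit read from the data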;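 further: 0% = DMSO-treated cells and 100% = wells with medium but no cells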
EBI2 block: EBI2 receptor antagonists, beta-arrestin recruitment, primary screen, cell-based, luminescence, 7a,25-OHC stimulation, uHTS; inhibition, % at 5 µM; G-protein coupled receptor 183 (Homo sapiens), P32249; 7a,25-OHC stimulated; AID 651636, 2012; actives 0.81% (n = 360,000); in the data active means inhibition above about 38%;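 further: enzyme fragment complementation signal reports receptor beta-arrestin coupling in cells; 0% = agonist plus DMSO wells and 100% = wells without agonist; some results beyond the cut were filed as inactive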
Target sequence (P32249 whole entry, looked up, the tested form may be a part): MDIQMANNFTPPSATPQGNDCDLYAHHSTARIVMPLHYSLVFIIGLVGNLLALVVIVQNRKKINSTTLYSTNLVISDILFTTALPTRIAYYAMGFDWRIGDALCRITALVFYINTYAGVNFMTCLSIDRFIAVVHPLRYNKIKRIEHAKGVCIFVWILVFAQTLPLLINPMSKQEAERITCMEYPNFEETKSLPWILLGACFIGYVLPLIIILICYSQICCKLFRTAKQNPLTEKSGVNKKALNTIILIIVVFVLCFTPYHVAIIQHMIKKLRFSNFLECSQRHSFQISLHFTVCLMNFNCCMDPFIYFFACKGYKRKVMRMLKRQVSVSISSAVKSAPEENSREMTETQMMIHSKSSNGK
MPTP inh: mitochondrial permeability transition pore inhibitors, primary screen, biochemical, isolated mouse mitochondria, absorbance; AID 602449, 2012; inhibition, % at 10 µM; Ca2+ swelling absorbance, 30 min; actives 1.4% (n = 360,000);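 active means inhibition of 50% or more, scaled per plate between neutral and stimulator controls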;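 further: 0% = DMSO wells given calcium and 100% = 1 mM EGTA wells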
APOBEC3A inh: APOBEC3A ssDNA deaminase inhibitors, primary screen, selectivity assay for APOBEC3G inhibitor project, biochemical, FAM/TAMRA oligo cleavage fluorescence; DNA dC->dU-editing enzyme APOBEC-3A (Homo sapiens), P31941; recombinant A3A, FAM/TAMRA ssDNA deamination fluorescence; inhibition, % at 20 µM; actives 0.41% (n = 330,000); AID 493011, 2011;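 active means at least 40% inhibition at 20 µM here, with at most 30% in a related deaminase screen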;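 further: plate controls were A3A with DMSO for no effect and wells lacking A3A enzyme for full effect; some results filed as inactive read as strong as hits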
Target sequence (P31941 whole entry, looked up): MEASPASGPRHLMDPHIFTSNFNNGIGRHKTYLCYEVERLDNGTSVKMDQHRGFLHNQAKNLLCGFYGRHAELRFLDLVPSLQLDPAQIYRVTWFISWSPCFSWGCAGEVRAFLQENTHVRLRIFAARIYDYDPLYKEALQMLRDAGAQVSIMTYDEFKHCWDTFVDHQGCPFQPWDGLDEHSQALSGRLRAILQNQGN
CXCR6 inh: CXCR6 receptor inhibitors, primary screen, cell-based, beta-arrestin, luminescence, CHO-K1 PathHunter, 1536-well | inhibition, % at 20 µM | actives 0.36% (n = 360,000) | C-X-C chemokine receptor type 6 (Homo sapiens), O00574; in the data active means inhibition above about 34%, passing the limit was not always enough;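 further: antagonist mode with CXCL16 agonist at 10 nM final; 0% = 10 nM CXCL16 with DMSO and 100% = unstimulated wells without agonist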
* hit, by the source's call; nt = not tested or not shown.

Second line of a record: APOBEC3G inh | NR3A LBD binder | CCR6 antagonist | Gli-Sufu block | EBI2 block | MPTP inh | APOBEC3A inh | CXCR6 inh
1. CC(NC(=O)c1ccc2c(c1)S(=O)(=O)N=C1CCCCCN12)c1ccc(S(N)(=O)=O)cc1 (stereo not given)
 : 1 | -1 | 8 | 1 | 13 | -0.2 | 6 | -9
2. Cc1cc(Cl)ccc1OC(C)C(=O)Nc1ccc([N+](=O)[O-])cn1 (stereo not given)
 : -5 | -2 | 17 | 3 | 12 | 18 | 4 | -10
3. Cc1nnc(SCC(=O)Nc2ncc(Cl)cc2Cl)n1Cc1ccccc1
 : -7 | 0 | 19 | 18 | 2 | -0.7 | -2 | 4
4. CC(=O)c1c(C)[nH]c(C(=O)N2CCCCCC2)c1C
 : -4 | 1 | -2 | 4 | -13 | 13 | -2 | 3
5. Cn1c(=O)[nH]c(=O)c2c1nc(SCCO)n2Cc1ccccc1Cl
 : -5 | -3 | 7 | 24 | -3 | 0.9 | -4 | 11
6. COC(=O)CN1C(=O)C(C)(C)Oc2ccc(C(=O)Nc3cccc(OC)c3)cc21
 : -9 | 2 | 14 | -6 | 4 | -0.1 | -3 | -5
7. CCOC(=O)c1ccc(N=c2sc(C(=O)OC)cc(=O)n2Cc2ccc3c(c2)OCO3)cc1
 : 2 | -14 | 10 | 7 | 73* | 1.8 | -2 | 5
8. O=C(CNC(=S)N(Cc1ccccc1)Cc1cccnc1)NCCN1CCOCC1
 : 1 | 0 | 3 | 18 | -5 | 0.8 | 2 | 0
9. COc1ccc(/C=C\C(=O)NCC(=O)N/N=C/c2cccc(OC)c2O)cc1
 : -4 | 7 | 2 | -5 | -15 | -1.3 | 0 | -5
10. CCOC(=O)c1c(NC(=O)C2C3C=CC(C3)C2C(=O)O)sc2c1CCC(CC)C2 (stereo not given)
 : -6 | -2 | 15 | -6 | -8 | 5.3 | -5 | 5
11. COc1ccc(OC)c(NC(=O)NNC(=O)COc2ccc([N+](=O)[O-])cc2)c1
 : -7 | 2 | 5 | -3 | 9 | 1.3 | -3 | 2
12. COc1ccc(CNC(=O)[C@@H]2CC=C[C@@H]3CCN(C4CCCCC4)C(=O)[C@@H]32)cc1
 : -2 | 0 | 1 | 1 | -4 | 0.6 | 0 | 4
13. COC(=O)Nc1nc(C)c(C(=O)c2ccccc2)s1
 : -2 | 0 | 9 | -16 | -1 | -7.4 | -1 | 3
14. COc1ccc(/C=C/C2=CC(C)(C)NC(=S)N2)c(OC)c1
 : -12 | -1 | -1 | 0 | 4 | -3.4 | -4 | 13
15. Cc1ccc(-n2nnnc2C(=Cc2ccc(N(C)C)cc2)c2nnnn2-c2ccc(C)cc2)cc1
 : -10 | 1 | 12 | 6 | 7 | -0.1 | -6 | 15
16. NC(=NC(=O)c1ccccc1)N1N=CCC1c1ccccc1 (stereo not given)
 : 0 | -1 | 10 | 3 | -10 | -0.5 | -1 | 3
17. COc1ccc(CNC(=O)C2CC(=O)N(c3ccc(OCC(=O)N4C(C)CCCC4C)cc3)C2)cc1 (stereo not given)
 : -6 | 0 | 10 | -2 | -7 | -0.4 | 1 | -7
18. COc1ccc(C(=O)C2CCCN(Cc3cn[nH]c3-c3ccc(F)cc3)C2)cc1OC (stereo not given)
 : -5 | 1 | 9 | 26 | 14 | 1.2 | -2 | 9
19. CC(C)(C)C1CCC(N2CCN(c3ccccc3)CC2)CC1 (stereo not given)
 : 12 | 1 | 15 | 10 | -3 | 2.1 | -7 | 14
20. COc1ccc(-n2nc(C(=O)NCC(=O)NCC3COc4ccccc4O3)c3ccccc3c2=O)cc1OC (stereo not given)
 : -4 | -1 | -8 | 18 | 4 | 1.1 | 3 | 13
21. Cc1ccc(S(=O)(=O)N2CCN(c3ccccc3)CC2)cc1C(N)=O
 : -6 | -1 | 3 | 7 | -10 | -0.3 | -2 | -1
22. CCc1ccc(N2CCN(C(=O)c3ccc4c(c3)OCO4)CC2)cc1
 : -8 | -1 | 7 | -1 | 15 | -1.4 | -4 | -8
23. Cc1ccccc1Nc1nc(N)nc(COC(=O)c2cccn2C)n1
 : -2 | 2 | 2 | -83 | -6 | -2.3 | -1 | 5
24. O=C(c1ccco1)N1CCN(C(=O)C2CC(=O)N(c3ccc(Cl)cc3)C2)CC1 (stereo not given)
 : -2 | -1 | 9 | -1 | -2 | 0.9 | 3 | 5
25. CC1CCCCN1C(=O)COc1ccc(F)cc1 (stereo not given)
 : 0 | 0 | -13 | -11 | -2 | 2.7 | 1 | -20
26. C=CCN(c1ccc(C(=O)Nc2ccc(C)cc2)cc1)S(C)(=O)=O
 : -6 | -1 | 11 | 18 | 30 | -0.5 | -1 | -12
27. O=C(C1COc2ccccc2O1)N1CCN(c2ccccc2O)CC1 (stereo not given)
 : -8 | 0 | 2 | -13 | 22 | 0.5 | -5 | -2
28. O=C(Oc1ccc(-c2cnc3ccccc3n2)cc1)c1cccc([N+](=O)[O-])c1
 : -1 | 0 | -4 | -9 | -20 | -0.9 | 0 | -16
29. Fc1ccc(C2=CSC3=NCCN23)cc1
 : -4 | 1 | 18 | 2 | -8 | -0.5 | -1 | -8
30. CN(C)c1ccc(N2CC(C)(C)C2=O)cc1
 : 0 | 0 | 10 | -11 | -2 | -1.7 | -2 | -10
31. COc1cccc(-c2csc(N3CCN(C(=S)Nc4cccc(Cl)c4)CC3)n2)c1
 : -1 | 10 | -8 | 0 | 13 | 37 | 2 | 4
32. Cc1ccccc1CN1C(=O)c2ccccc2Sc2ccc(C(=O)O)cc21
 : -6 | -2 | -4 | 2 | -2 | -0.6 | 1 | 2
33. CC(C)c1nc2cc(C(=O)N(C)Cc3ccc(F)cc3)ccc2o1
 : -4 | -2 | 2 | -3 | -2 | -0.4 | -1 | 0
34. Cc1nc2c(-c3ccccc3)c(C)[nH]n2c(=O)c1Cl
 : -4 | -5 | 2 | -7 | -6 | -1.0 | -3 | -2
35. Cc1cc(NC(=O)CSc2nnc(CNc3ccc(F)cc3)n2C2CCCCC2)no1
 : -6 | -1 | 5 | -7 | -2 | -2.4 | -1 | 2
36. CC(=O)Nc1ccc(C(=O)NN2C(=O)NC3(CCCCC3)C2=O)cc1
 : -2 | 9 | 1 | -7 | 4 | 1.1 | 1 | 7
37. COc1ccc(NC(=O)c2sc(NC(=O)C3CC3)nc2C)cc1
 : 2 | 4 | 5 | -1 | 5 | -0.7 | 1 | 7
38. COc1ccc(NC(=O)C2CCCN2S(=O)(=O)c2ccc3c(c2)CC(C)N3C(C)=O)cc1OC (stereo not given)
 : 0 | 0 | -5 | -5 | 3 | -0.2 | 2 | -5
39. COC(=O)C1=C(C)N(C)C(=S)NC1c1ccc(Cl)cc1 (stereo not given)
 : -5 | -1 | 20 | -1 | 2 | 2.3 | -4 | -4
40. O=C1COc2ccc(-c3csc(NCCc4ccccc4)n3)cc2N1
 : 3 | -5 | 4 | -10 | 2 | -5.3 | -5 | -10
41. Cc1cccc([N+](=O)[O-])c1NC(=O)CSc1nnc2ccccn12
 : -5 | -2 | 5 | -1 | -7 | 0.2 | 0 | 9
42. CC(C)c1ccc(C(C(=O)NC2CCCC2)N(C(=O)c2csnn2)C2CC2)cc1 (stereo not given)
 : -5 | 0 | 22 | 30 | 0 | 1.5 | -2 | 3
43. COCCCNC(=O)c1ccc2c(=O)n(Cc3ccc(Cl)cc3)c(=S)[nH]c2c1
 : -9 | 0 | 14 | 35 | 0 | 1.6 | -5 | 3
44. O=S(c1ccccc1)c1ccccc1
 : nt | -1 | 11 | -6 | -2 | 0.3 | nt | -3
45. O=C(Nc1ccccc1)c1cnc2ccccc2n1
 : 0 | 3 | 9 | -22 | -3 | 1.0 | 1 | 0

Values by screen from above.
MPTP inh for entries 21–31, in order: -0.3, -1.4, -2.3, 0.9, 2.7, -0.5, 0.5, -0.9, -0.5, -1.7, 37
APOBEC3A inh for entries 21–31, in order: -2, -4, -1, 3, 1, -1, -5, 0, -1, -2, 2

Going on with the list.
Second line of a record: APOBEC3G inh | NR3A LBD binder | CCR6 antagonist | Gli-Sufu block | EBI2 block | MPTP inh | APOBEC3A inh | CXCR6 inh
46. Cc1ccc(C(=O)CC2SC(N)=NC2=O)cc1 (stereo not given)
 : -1 | -2 | -6 | -12 | -4 | -1.3 | 2 | 2
47. NC1=NC(c2ccc([N+](=O)[O-])cc2)N(c2ccc(F)cc2)C(N)=N1 (stereo not given)
 : -5 | -3 | -7 | 9 | -4 | 0.1 | -1 | 8
48. O=C(NCc1ccccc1)C1=C[C@H](C2CCCCC2)C[C@H](OCCCCO)O1
 : -7 | -6 | 9 | 7 | 10 | -0.5 | 0 | 2
49. COc1ccc(N2CC(C(=O)Nc3ccc(S(=O)(=O)N4CCCC4)cc3)CC2=O)cc1 (stereo not given)
 : -1 | 0 | 6 | -7 | 50* | 0.4 | 5 | 0
50. CC(=O)c1ccc(S(=O)(=O)N2CCN(CC(=O)Nc3ccnn3C3CCCC3)CC2)cc1
 : nt | 0 | 2 | -3 | 6 | -0.9 | nt | -2
51. COC(=O)c1ccc(CN2C(=O)C(C)N(C(=O)c3c(F)cccc3F)c3ccccc32)cc1 (stereo not given)
 : -7 | -1 | 15 | 1 | 2 | -0.9 | -2 | 2
52. C[N+](C)(C)CCCCCCC(=O)/C=N/O
 : 15 | -2 | -6 | -17 | -9 | 0.3 | 61* | -10
53. CN(C(=O)C1CCCO1)c1nnc(-c2cnccn2)s1 (stereo not given)
 : -4 | 2 | 6 | -5 | 8 | -0.4 | -3 | -3
54. O=C(NCCOc1ccccc1F)c1cc([N+](=O)[O-])ccc1N1CCOCC1
 : -2 | 1 | 3 | -6 | 24 | -1.9 | 5 | -8
55. Cc1nc(-c2cc(-c3ccc(Cl)cc3)no2)cs1
 : -2 | -2 | 4 | -75 | 5 | 1.3 | 1 | 2
56. O=C(CCn1cncn1)N1CCN(S(=O)(=O)c2ccc(Cl)cc2)CC1
 : -5 | 1 | 9 | -7 | 11 | -0.3 | -3 | -6
57. CCn1nc(C)c(CN2CCN(Cc3cccc(OC)c3)C(CCO)C2)c1C (stereo not given)
 : -2 | -2 | 6 | 3 | -25 | 0.8 | 2 | -4
58. O=S1(=O)C=C(SCc2ccccc2)Nc2ccccc21
 : -4 | 2 | 16 | 6 | 4 | 1.4 | -2 | 0
59. Cc1ccc2cc3c(NC(=O)C(C)C)nn(C)c3nc2c1
 : -4 | -1 | 26 | 12 | -7 | 0.0 | -3 | -1
60. CCOc1cccc(/C=N/NC(=O)c2ccc3c(c2)OCCO3)c1O
 : -4 | -10 | 10 | 37 | -1 | -1.4 | -7 | -3
61. COc1cccc(NC(=O)COC(=O)Cc2ccccc2[N+](=O)[O-])c1
 : -14 | 2 | 8 | 1 | -10 | -0.1 | 7 | 0
62. CC(C)(C)C(=O)Nc1nnc(SCC(=O)NC2CCCC2)s1
 : 0 | 0 | 12 | 4 | 7 | -0.7 | -4 | 3
63. CCC(=O)Nc1c(C#N)c2nc3ccccc3nc2n1-c1ccccc1C
 : -5 | 1 | -6 | 8 | -8 | 0.6 | -1 | -4
64. Cc1cc(/C=C(/C#N)C(=O)Nc2ccc(Cl)cc2)c(C)n1-c1cccnc1
 : -9 | -8 | 16 | -1 | 11 | -1.0 | -4 | 8
